ST2 inh – blocks human ST2 binding to IL-33 | Q01638 | AlphaLISA ST2-Fc/biotin-IL-33 interaction, 1 h | inhibition, % for hits at 17 µM | actives 2.3% (n = 78,000) | AID 1259354; in the data active = inhibition above about 30%; inconclusive = mostly about 10% to 28%
Target sequence (Q01638 whole entry, looked up): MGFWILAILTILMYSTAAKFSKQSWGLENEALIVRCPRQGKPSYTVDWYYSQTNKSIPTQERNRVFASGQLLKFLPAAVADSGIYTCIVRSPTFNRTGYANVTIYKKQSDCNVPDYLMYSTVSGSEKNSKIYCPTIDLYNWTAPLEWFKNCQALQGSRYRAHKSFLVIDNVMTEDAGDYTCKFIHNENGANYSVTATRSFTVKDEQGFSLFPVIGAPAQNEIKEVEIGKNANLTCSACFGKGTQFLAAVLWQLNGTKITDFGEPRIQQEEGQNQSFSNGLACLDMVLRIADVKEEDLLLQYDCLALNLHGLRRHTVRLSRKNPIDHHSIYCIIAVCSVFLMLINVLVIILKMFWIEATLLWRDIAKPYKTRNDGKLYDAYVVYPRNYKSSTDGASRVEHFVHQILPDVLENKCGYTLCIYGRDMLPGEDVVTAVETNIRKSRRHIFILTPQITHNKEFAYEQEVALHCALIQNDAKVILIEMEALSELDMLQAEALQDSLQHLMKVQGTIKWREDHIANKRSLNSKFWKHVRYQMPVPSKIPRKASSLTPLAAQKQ
Active calls of the source: *; i = inactive; ? = inconclusive; ! = repeats disagree.

SMILES	ST2 inh
O=C1CCCC2=C1C(c1cccnc1)c1c(nc(SCc3ccccc3F)[nH]c1=O)N2 (centres undefined)	i
O=C(CCn1cncn1)N(CC#Cc1ccccc1)C1CCCC1	i
FC(F)(F)c1ccc2nnc(-c3ccc(Cl)cc3Cl)n2c1	i
CN(C)C(=O)c1nn(Cc2ccccc2)c2c1CN(C(=O)c1ccc(F)c(F)c1)CC2	i
O=C(NC1CCCCCC1)c1cc2cc3ccc(Cl)cc3nc2o1	36.0%*!
O=c1oc2ccccc2cc1-c1cn2c(n1)sc1ccccc12	?
O=C1C2C3C=CC(C2C(=O)N1c1cccnc1)C1C(=O)N(c2cccnc2)C(=O)C31 (centres undefined)	i
CCCC(=O)Nc1cccc(C(=O)NC(C)Cc2cc(C)[nH]n2)c1 (centres undefined)	i
Cc1nnc(SCC2=C(C(=O)O)N3C(=O)[C@@H](NC(=O)Cn4cnnn4)[C@H]3SC2)s1	?
COc1ccc(S(=O)(=O)N(CC(=O)Nc2ccc(F)cc2F)Cc2ccccc2)cc1	i
O=C(CSc1ccccc1)NC1CCCCCC1	i
COc1ccc(Cc2noc(-c3ccccc3Br)n2)cc1OC	i
Cc1ccc(OCC(=O)c2cc(C)c(O)cc2O)cc1	i
O=C(C[C@@H]1CCNC[C@@H]1Cc1cc(-c2ccccc2)on1)NCc1cccnc1	?
CCCSc1ncc(CN2CCCn3cncc3C2)cn1	i
COCC(=O)N[C@H]1C[C@@H](C(=O)NCc2ccccc2F)N(C)C1	i
CC1CCc2c(sc(NC(=O)C(C)N3C(=O)c4ccccc4C3=O)c2C#N)C1 (centres undefined)	i
O=C(NCc1ccc2c(c1)OCO2)c1ccc2c(c1)ncn2C1CCCC1	i
CCc1ccc(C2C(C(=O)Nc3ccc(F)cc3)=C(C)NC3=C2C(=O)CC(C)(C)C3)cc1 (centres undefined)	i
O=C1CCCN1CC1CCCN(Cc2ccc(-c3ccccn3)cc2)C1 (centres undefined)	i

Shown in markdown: 17 of the compounds above.
| canonical_smiles | ST2 inh |
| --- | --- |
| CN(C)C(=O)c1nn(Cc2ccccc2)c2c1CN(C(=O)c1ccc(F)c(F)c1)CC2 | i |
| O=C(NC1CCCCCC1)c1cc2cc3ccc(Cl)cc3nc2o1 | 36.0%*! |
| O=c1oc2ccccc2cc1-c1cn2c(n1)sc1ccccc12 | ? |
| O=C1C2C3C=CC(C2C(=O)N1c1cccnc1)C1C(=O)N(c2cccnc2)C(=O)C31 (centres undefined) | i |
| CCCC(=O)Nc1cccc(C(=O)NC(C)Cc2cc(C)[nH]n2)c1 (centres undefined) | i |
| Cc1nnc(SCC2=C(C(=O)O)N3C(=O)[C@@H](NC(=O)Cn4cnnn4)[C@H]3SC2)s1 | ? |
| COc1ccc(S(=O)(=O)N(CC(=O)Nc2ccc(F)cc2F)Cc2ccccc2)cc1 | i |
| O=C(CSc1ccccc1)NC1CCCCCC1 | i |
| COc1ccc(Cc2noc(-c3ccccc3Br)n2)cc1OC | i |
| Cc1ccc(OCC(=O)c2cc(C)c(O)cc2O)cc1 | i |
| O=C(C[C@@H]1CCNC[C@@H]1Cc1cc(-c2ccccc2)on1)NCc1cccnc1 | ? |
| CCCSc1ncc(CN2CCCn3cncc3C2)cn1 | i |
| COCC(=O)N[C@H]1C[C@@H](C(=O)NCc2ccccc2F)N(C)C1 | i |
| CC1CCc2c(sc(NC(=O)C(C)N3C(=O)c4ccccc4C3=O)c2C#N)C1 (centres undefined) | i |
| O=C(NCc1ccc2c(c1)OCO2)c1ccc2c(c1)ncn2C1CCCC1 | i |
| CCc1ccc(C2C(C(=O)Nc3ccc(F)cc3)=C(C)NC3=C2C(=O)CC(C)(C)C3)cc1 (centres undefined) | i |
| O=C1CCCN1CC1CCCN(Cc2ccc(-c3ccccn3)cc2)C1 (centres undefined) | i |

More structures follow:
SMILES	ST2 inh
CN(CC(=O)N1CCCc2c1c(=O)oc1ccc(O)cc21)c1ccccc1	?
CC(C)(O)C#Cc1ccc(CN2CCCC(CCC(=O)N3CCOCC3)C2)s1 (centres undefined)	i
O=C(CCCn1cncn1)N1CCCC(CO)(Cc2cccc(Cl)c2)C1 (centres undefined)	i
CCN(CC)[C@H]1[C@@H]2OC[C@@H](O2)[C@@H](NCc2ccccc2OC)[C@@H]1O	?
O=C(Nc1cccc(Cl)c1)c1cc([N+](=O)[O-])ccc1NCCO	?
Cc1ccc(OCCN(C)Cc2ccccc2C(=O)O)c(C)c1	i
Cc1ccnc(NS(=O)(=O)c2ccc(Cl)cc2)c1	i
CN1C[C@@H](NC(=O)Nc2ccccc2)C[C@H]1c1nc(Cc2ccccc2)no1	?
CNC(=O)CC(C)N(C)Cc1cccc2nonc12 (centres undefined)	i
O=c1[nH]c(CN2CCOCC2)nc2c1C1(CCCCC1)Cc1ccccc1-2	i
Cc1cc2ncn(C(=O)Cc3ccc(F)cc3)c2cc1C	i
NC(=O)CSc1nc2c([nH]c3ccccc32)c(=O)n1-c1ccc(F)cc1	i
Cc1ncc(CC(=O)NC2CC(=O)N(CCc3ccc(F)cc3)C2)c(=O)[nH]1 (centres undefined)	?
COc1cccc(N=c2c([N+](=O)[O-])nn(-c3ccccc3)n2O)c1	?
COCCNC(=O)CN1C(=O)/C(=C\c2cccc(Cl)c2)Sc2ccccc21	i
CN(C(=O)c1cc(-c2ccc(F)cc2)on1)c1ccccc1	i
O=C(NC1CC1)c1ccc2c(c1)N(Cc1c(F)cccc1Cl)C(=O)CS2	i
Cc1nc2ccc3nc(NC(=O)c4cc(=O)c5ccccc5o4)sc3c2s1	i
CCC(C)N(Cc1ccsc1)C(=O)c1cccnc1NC (centres undefined)	i
Oc1cc(O)cc(/C=C/c2ccc(O)c(O)c2)c1	33.0%*
CCOC(=O)C1(Cc2ccccc2)CCNCC1	i
COCc1nc(NCc2nnc3n2CCCCC3)c2cnn(C)c2n1	i
CC(C)Cc1ccc(S(=O)(=O)NCc2ccc(F)cc2)cc1	i
CCN(C(=O)Cc1c(C(=O)O)[nH]c2ccc(Cl)cc12)c1ccc(F)cc1	i
O=C(CCN1CCOCC1)Nc1cccc(Br)c1	i
COc1ccccc1-c1cc2n(C)c(C)c(CCC(=O)NC3CCCC3)c(=O)n2n1	i
N#C/C(=C\c1cccc(F)c1)c1nc(-c2cc3ccccc3oc2=O)cs1	i
CCC(C)OC(=O)C1=C(C)NC(=O)NC1c1cccc(Oc2ccccc2)c1 (centres undefined)	i
Cc1ccc2[nH]c(CCCNC(=O)[C@@H]3C[C@H](N)CN3C)nc2c1C	i
COCCN1C(=O)N(Cc2cccnc2)C(=O)C12CCN(Cc1cc3ccccc3s1)CC2	?
O=C(Cn1cnc2c(oc3ccccc32)c1=O)NCC1CCCO1 (centres undefined)	i
C[C@@]12CC[C@@H](C[C@@H]1N)C2	41.0%*
COC(=O)c1ccc(NC(=O)CCN2CCn3nc(C)cc3C2)cc1	?
Cc1cccc(-n2cc(CN3CCN(C)C(C(=O)O)C3)cn2)c1 (centres undefined)	i
CCCCOc1ccc(C(=O)Nc2ccc(N3CCCC3=O)cc2)cc1	?
O=c1oc2ccccc2c(O)c1C=Nc1cccc([N+](=O)[O-])c1	i
O=C1CC(=O)Nc2cc(S(=O)(=O)N3CCN(Cc4ccc5c(c4)OCO5)CC3)ccc2N1	i
CC(C)C1CN(S(=O)(=O)N(C)C)CCC(=O)N1CC1CC1 (centres undefined)	i
N#Cc1nc(COc2ccccc2)oc1NCc1cccnc1	?
CC(CCc1c[nH]c2ccccc12)NCc1n[nH]c2c1CCC2 (centres undefined)	?
COc1cccc(Cn2ccnc2-c2ccc(C)o2)c1OC	i
CCOC(=O)C1(Cc2ccccc2C)CCCN(C(=O)CN2CCCCC2=O)C1 (centres undefined)	i
CC(C)(C)c1ccc(S(=O)(=O)Nc2ccc3oc(=O)sc3c2)cc1	i
C/C(=C\c1ccco1)CN(Cc1ccccn1)CC1CCCO1 (centres undefined)	?
O=C(NCC1CCN(Cc2cccnc2)C1)Nc1ccccc1Cl (centres undefined)	?
O=c1cc(-c2ccc3c(c2)OCO3)oc2ccccc12	i
O=C(c1ccc(Oc2ccccc2)cc1)C1CCCN(C(=O)CN2CCOC2=O)C1 (centres undefined)	?
O=C(Nc1ccc(F)cc1F)c1cc(-c2ccc(F)cc2)on1	i
Cc1nn(C(=O)CCCCCNC(=O)c2ccccc2)c(C)c1Cl	i
Cc1nc2sccn2c1CN1CCC(N2CCCC2=O)CC1	?
CCOc1ccc(C(=O)Nc2cccc(-c3nc4ncccc4o3)c2)cc1	i
Oc1ccc(C2C=CCC2)cc1 (centres undefined)	i
Cc1nc2ccc(NC(=O)NC3CC3)cc2nc1C	i
COc1ccc(C2=N/C(=C\C(Cl)=C\c3ccccc3)C(=O)O2)cc1[N+](=O)[O-]	i
COCc1cc(C)nc2sc(C(=O)N(c3ccccc3)c3ccccc3)c(N)c12	?
CCCc1nc2c(sc3nc(C)cc(COC)c32)c2nc3ccccc3n12	?
COc1ccc(C(=O)Nc2c3c(nn2-c2cccc(C)c2C)CS(=O)C3)cc1 (centres undefined)	i
CC1=C(C(=O)Nc2ccc(C)cn2)C(c2ccc([N+](=O)[O-])cc2)C2=C(CC(C)(C)CC2=O)N1 (centres undefined)	i
COc1ccccc1CNc1ncnc2sc3c(c12)CCCC3	i
CCOc1cc(S(=O)(=O)NCc2ccc3c(c2)OCO3)c(C)cc1C	i

Following part
SMILES	ST2 inh
O=C(Nc1c(F)cccc1F)C(NS(=O)(=O)c1cccs1)c1ccccc1 (centres undefined)	i
O=c1[nH]c(CN2CCOCC2)nc2c1C1(CCCC1)Cc1ccccc1-2	i
Cc1ccc(C(=O)N2N=C(c3cccc(Br)c3)CC2(O)C(F)(F)F)cc1 (centres undefined)	i
CCC/C=C/C=C/CC(CC(=O)O)NC(C)=O (centres undefined)	i
CC(=O)Nc1ccc(Cl)c(C(=O)N(C)Cc2ncc(C)[nH]2)c1	?
Cc1ccccc1CSc1nc2c(sc3ccccc32)c(=O)n1CCO	?
Cn1c(=O)c2c(nc(N3CCCCC3)n2CCSc2nc3ccccc3o2)n(C)c1=O	36.0%*!
O=C(Nc1ccc(-c2nc3cccnc3o2)cc1)c1cccc(Cl)c1Cl	?
COCCc1noc(CNC2CCSC2)n1 (centres undefined)	?
O=C1C2=C(C(c3ccccc3)=NCCN2)C(c2ccccc2F)N1c1ccccc1 (centres undefined)	i
CCOC(=O)c1ccc(N2CSC3=C(C#N)C(c4ccccc4F)CC(=O)N3C2)cc1 (centres undefined)	i
O=c1[nH]c2ccsc2c(=O)n1-c1ccc(F)c(Cl)c1	i
CCOC(=O)N1CCN(C(=O)COc2ccccc2Cl)CC1	i
COc1ccc(NC(=O)c2cn(C)c(=O)c3cc(OC)c(OC)cc23)cc1Cl	i
COc1cccc(CNc2ccc3c(c2)ncn3C)c1OC	i
COc1ccc(C(C)(C)C)cc1S(=O)(=O)N1CCN(c2nc(C)cc(N3CCCC3)n2)CC1	i
O=C(NCc1cccs1)c1ccc(CS(=O)(=O)c2ccc(Cl)cc2)o1	?
Cc1ccc(C2C(N3C(=O)c4ccc([N+](=O)[O-])cc4C3=O)C(=O)N2c2ccc(C)c(F)c2)cc1 (centres undefined)	?
CCOc1cc(CN2Cc3nc(N)nc(-c4ccccc4)c3C2)ccc1O	?
O=C(Cc1c(C(=O)O)[nH]c2ccc(Cl)cc12)Nc1ccc(Cl)cn1	i
Cc1ccc2nc(-c3ccco3)c(Nc3ccccc3)n2c1	i
Cc1cnccc1CN(C)C(=O)c1ccnc(N)c1	?
Brc1ccc(-c2cc3ccccn3c2)cc1	34.0%*
CCC1CCCCN1S(=O)(=O)c1ccc2[nH]c(=O)cc(C(=O)NCc3cccs3)c2c1 (centres undefined)	i
C=CCN(Cc1nc(-c2ccccc2)no1)C(=O)Cc1ccc2c(c1)NC(=O)CO2	?
Cc1nccn1-c1ccccc1CNC(=O)CC1C(=O)NCCN1C(C)C (centres undefined)	i
CCOc1ccc(Nc2nc(-c3ccc(Cl)cc3)nc3ccccc23)cc1	i
O=C(NC1CC(=O)N(Cc2cccc(F)c2)C1)C(=O)N1CCOCC1 (centres undefined)	?
CCC(=O)N1CCc2cc(Br)cc(S(=O)(=O)NCC3CCCN3CC)c21 (centres undefined)	i
N#Cc1ccccc1NC(=O)c1ccc2c(Cl)c3c(nc2c1)CCCC3	i
CN(Cc1ccco1)C(=O)CN1C(=O)/C(=C\c2ccc(C(F)(F)F)cc2)Sc2ccccc21	31.0%*
N#Cc1cccc(NC(=O)N2C[C@@H]3C[C@H](C2)c2ccc(-c4ccc(OC(F)(F)F)cc4)c(=O)n2C3)c1	?
O=C(C[C@@H]1CCNC[C@@H]1Cc1cc(COc2ccccc2)on1)N1CCN(c2ccccc2)CC1	42.0%*
O=C(CC(c1ccccc1)c1ccc2c(c1)OCO2)NCCc1cscn1 (centres undefined)	i
CC1(C)CC(=O)C2=C(C1)N1C(=C(C#N)C2c2cccnc2)NC(=O)c2c1sc1c2CCCC1 (centres undefined)	?
O=C1c2ccccc2C(=O)c2c(O)ccc(O)c21	?
Cc1nc2nc(SCC(=O)O)nn2c(C)c1Cc1ccccc1Cl	i
COc1ccc(C(N)=O)cc1NC(C)=O	?
COc1ccc2cccc(O)c2n1	i
O=C(Nc1c(C(=O)Nc2ccc(F)cc2)oc2ccccc12)c1ccccc1	i
C=C1C(=O)OC2CC3(C)C(O)C(=O)C=C(C)C3CC12 (centres undefined)	i
O=C(c1cn(C(c2ccccc2)c2ccccc2)nn1)N1CCCC1c1ccc(F)cc1 (centres undefined)	i
CCN(CC)c1ncccc1CNC(=O)c1c[nH]c2ccccc12	?
Cc1ccc(C(=O)Nc2cc([N+](=O)[O-])ccc2C)cc1	i
CCSc1nc2c(c(=O)n1-c1ccccc1OC)SCC2	i
CCOc1ccc(NC(=O)C(=O)NC(C)(C)C)cc1	i
CC(C)(C)c1ccc(C(=O)Nc2nnc(Cc3ccccc3)s2)cc1	i
CCC(=O)N1CCc2cc(S(=O)(=O)NC(C(=O)NCc3ccc(F)cc3)C(C)C)ccc21 (centres undefined)	i
COc1ccccc1N1CCN([C@@H]2[C@H](O)[C@H](CO)O[C@@H]2CNC(=O)Nc2ccccc2)CC1	i
O=C(CCc1nc2sc3c(c2c(=O)[nH]1)CCCC3)NCc1ccccn1	i
COc1cccc(C(=O)Nc2c3c(nn2-c2ccc(C)cc2)CS(=O)C3)c1OC (centres undefined)	i
CCCCNC(=O)CNC(=O)Cn1ccc2ccccc2c1=O	i
O=S(=O)(Nc1ccccc1CO)c1ccc(Cl)cc1	i
COc1ccc(S(=O)(=O)N2CCN(C(=O)c3ccccc3)CC2)cc1F	i
CC(C)C(=O)Nc1cc(-n2cnnc2)ccc1F	?

Some of the compounds tested; the hit share may differ from the screen's.
